Sm TGR inh: inhibitors of Schistosoma mansoni thioredoxin glutathione reductase. Q962Y6. purified TGR, DTNB reduction, TNB absorbance 405 nm. Potency, µM (highest dose often 114 µM), inactives show at the highest dose activity change, negative = inhibition, actives largely listed as inhibitors. 360,000 compounds, 3% hits. AID 485364; further: potency means the concentration at half of the fitted maximal effect; on the % scale 0 is the no-effect control and ±100 the full control effect; nearly all actives have a fitted effect of over 60% in size
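TGR 20 nM + NADPH 100 uM (dispensed conc.), cpd preinc 15 min RT; start with NADPH (500 uM addition) then DTNB (15 mM addition). Kinetic TNB absorbance, 405 nm filter. Four-parameter Hill fit across titration.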
Cycloheximide cs: counter-screen for Shiga toxin inhibitors: cycloheximide protein synthesis inhibition; cell reporter, cycloheximide protein synthesis inhibition counterscreen; max response, %; 300,000 compounds, 12% hits; in the data active means max response mostly above about 13%, no sharp cut-off; inactive means mostly below about 14%; further: read at 38.3 µM for the half of the compounds with a filed dose; 0% is about no effect
Giardia FBPA inh: blocks Giardia fructose-bisphosphate aldolase activity; Potency, µM (highest dose often 59.6 µM), without a hit: at the top dose activity, negative = inhibition, hits mostly inhibitors; purified Giardia FBPA; A8B2U2; 290,000 compounds, 0.71% hits; further: potency means the concentration at half of the fitted maximal effect; on the % scale 0 is the no-effect control and ±100 the full control effect; nearly all actives have a fitted effect of over 55% in size
Target sequence (A8B2U2 whole entry, looked up): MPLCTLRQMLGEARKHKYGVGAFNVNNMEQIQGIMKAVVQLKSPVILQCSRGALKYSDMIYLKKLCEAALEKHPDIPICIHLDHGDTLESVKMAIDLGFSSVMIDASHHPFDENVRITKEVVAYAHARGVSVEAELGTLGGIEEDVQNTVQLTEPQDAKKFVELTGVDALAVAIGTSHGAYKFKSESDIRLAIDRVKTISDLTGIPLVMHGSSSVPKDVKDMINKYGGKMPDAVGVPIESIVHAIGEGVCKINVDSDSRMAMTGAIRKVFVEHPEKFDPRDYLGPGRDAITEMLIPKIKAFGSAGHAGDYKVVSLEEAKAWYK
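40 nM FBPA preincubated 10 min at RT with compound (up to 57.5 uM final), then substrate plus GAPDH/TPI/NAD/arsenate coupling and diaphorase/resazurin added. Fluorescence read after 20 min at RT, 525/598 nm.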
Pf growth 96h: P. falciparum growth inhibition at 96 hour, primary screen for plastid delayed-death inhibitors; P. falciparum luciferase reporter growth, 96 h; Potency, µM (top dose mostly 28.7 µM), without a hit: top-dose activity change, negative = inhibition, hits mostly inhibitors; 320,000 compounds, 6.9% hits; AID 504834; further: potency means the concentration at half of the fitted maximal effect; on the % scale 0 is the no-effect control and ±100 the full control effect
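Readout is luminescence from an integrated firefly luciferase in P. falciparum. Red cells, 2% hematocrit and 0.05% parasitemia final, were cultured with compound through two parasite generations (96 hours) at 37 C, 5% CO2.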
Shiga toxin inh: blocks Shiga toxin action in Vero cells; 290,000 compounds, 9.2% hits; inhibition, % at 38.7 µM; AID 2315; Vero cells, Shiga toxin protein synthesis inhibition reporter; in the data active means inhibition mostly above about 28%, no sharp cut-off; inactive means mostly below about 43%; further: 0% is about no effect
Pf growth 48h: P. falciparum growth inhibition at 48 hours (one generation); P. falciparum luciferase growth in erythrocytes, 48 h; Potency, µM (series often up to 28.7 µM), inactives show at the top dose activity change, negative = inhibition, hits mostly inhibitors; 310,000 compounds, 5.9% hits; AID 504832; further: potency means the concentration at half of the fitted maximal effect; on the % scale 0 is the no-effect control and ±100 the full control effect
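Parasite viability was followed by luminescence of a genomically integrated firefly luciferase. Cultures held 0.1% parasitemia at 2% hematocrit (final), incubated under 5% CO2 at 37 C.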
The depositor's hits bear a star; i = inactive; ? = inconclusive; . = no result given; [ ] = remark or other dose. Unless noted, the call rests on the fitted dose curve; in most records, active means well fitted curve in the direction sought with a large enough effect; inconclusive means small, poorly fitted or top-dose-only effect, or another doubt; inactive means no such curve, though single readings can be large; an effect the other way counts as inactive or inconclusive.

SMILES	Sm TGR inh	Cycloheximide cs	Giardia FBPA inh	Pf growth 96h	Shiga toxin inh	Pf growth 48h
CC(OC(=O)Cc1c(F)cccc1Cl)C(=O)NC1(C#N)CCCCC1 (stereo unspecified)	-1%	.	.	89%[activator]	.	43%[activator]
C#CCNc1c2c(nc3nnnn13)CCCC2	8%	11	5%	?	2	23%
CCCc1cc(-n2cnc3ccccc32)n2c(nc3ccccc32)c1C#N	0%	1	-1%	.	-8	?
COc1ccc(S(=O)(=O)N2CCN(C(=O)NCc3ccc(C)cc3)CC2)cc1	8%	-2	10%	-7%	15	?
COC(=O)c1ccc(N2CCN(S(=O)(=O)c3c(C)cc(C)cc3C)CC2)c([N+](=O)[O-])c1	-17%	-2	1%	?	-14	12µM*
C=CCc1cc(C)ccc1OCCCn1ccnc1	0%	0	25µM*	12µM*	-5	?
Cc1csc(NC(=O)CSc2nnc(-c3ccc(Cl)cc3)n2N)n1	-19%	-5	0%	-10%	-3	.
Cc1ccnc(NC(=O)CCS(=O)(=O)c2ccccc2)c1	-17%	18*	3%	-25%	36	41%[activator]
CN(C(=O)COC(=O)C1COc2ccccc2O1)c1c(N)n(Cc2ccccc2)c(=O)[nH]c1=O (stereo unspecified)	1%	.	.	15%	.	?
CCn1c(SCC(=O)N/N=C/c2cc(OC)c(OC)c(OC)c2)nc2ccccc21	4%	9	1%	0%	2	-12%
Cc1ccc(S(=O)(=O)CC(=O)N2CCOCC2)cc1	15%	11	6%	26%	4	0%
O=C(CN1CCc2ccccc21)NCc1ccc2c(c1)OCO2	-13%	8	2%	7%	-6	2%
CCCCn1c(CCCNC(=O)CC)nc2ccccc21	2%	5	0%	13%	-10	21%
COc1cccc(NC(=O)Cn2c(SCC(=O)N3CCOCC3)nc3ccccc32)c1	-3%	13	-1%	.	-49	13%
C=CCn1c(SCC(=O)Nc2ccc(OC)cc2)nnc1-c1cnccn1	-1%	-1	.	?	-5	13%
O=C(OCC#CCSc1nc2ccccc2o1)c1ccco1	-30%	13*	-8%	9%	31*	40%[activator]
COc1ccc(Cl)cc1-c1nc(SCC(=O)NC(C)(C)C)n[nH]1	-20%	-1	0%	25%	-2	?
CC(=O)Nc1ccc(Nc2cc(C)c3ccccc3n2)cc1	-3%	-3	2%	?	61	-8%
O=C(NCc1cccnc1)C(=O)Nc1nccs1	11%	4	?	35%[activator]	3	20%
O=C(NCc1cccnc1)C1c2ccccc2C(=O)N1C1CCCCCCC1 (stereo unspecified)	12%	-6	0%	-20%	-16	12%
Cc1ccc(F)cc1NC(=O)CCNC(=O)c1ccc([N+](=O)[O-])cc1	10%	-9	.	16%	-4	20%
CCN(CC(=O)Nc1ccccc1C(F)(F)F)C(=O)CCS(=O)(=O)c1ccc(C)cc1	2%	.	.	2%	.	13%
CCCn1nc(C(=O)NC2CCCc3ccccc32)c2ccccc2c1=O (stereo unspecified)	-4%	-10	10%	?	-12	?
BrC(=C\c1ccccc1)/C=N/N1CCN(c2ccccn2)CC1	-18%	40*	-6%	7%	38*	9%
O=C(NCc1ccc(Cl)cc1)C1CCN(S(=O)(=O)c2cccnc2)CC1	-3%	-3	-4%	?	3	-1%
Cc1ccc(S(=O)(=O)N2CCCCC2)cc1NC(=O)COC(=O)c1ccc2c(c1)OCO2	4%	-1	-1%	34%	8	-10%
Cc1sc2ncn(CC(=O)N3CCN(c4ccccc4)CC3)c(=O)c2c1S(=O)(=O)N1CCOCC1	-12%	-5	3%	?	-23	-2%
CCCCCCCN1CCN=C1N(C)C	0%	.	.	24%	.	?
O=C(COc1ccccc1[N+](=O)[O-])N/N=C/c1ccncc1	12%	6	2%	0%	-5	91%[activator]
Cc1ccc(C(=O)NC(C)c2ccccc2)cc1S(=O)(=O)N1CCOCC1 (stereo unspecified)	-2%	-4	0%	0%	-10	?
CCOc1ncccc1C(=O)N1CCN(C(=O)c2ccccc2)CC1	-2%	1	3%	22%	10	0%
C#CCOCCOCCOCCNc1nc(N2CCN(C(=O)[C@H]([C@@H](C)O)n3cc(CCCCN)nn3)CC2)nc(N2CCN(C(=O)[C@H](C)n3cc(CCCN=C(N)N)nn3)CC2)n1	-7%	7	1%	?	-7	3%
COc1ccc(S(=O)(=O)NCCSCc2ccco2)cc1OC	11µM*	6	-2%	?	-1	.
Cc1onc(-c2cccc(Cl)c2Cl)c1C(=O)O/N=C(\N)c1ccc([N+](=O)[O-])o1	?	9.1*	-6%	10µM*	32	?
O=S(=O)([N-]c1nc2ccccc2nc1-[n+]1ccccc1)c1ccc(F)cc1	-3%	-1	7%	7%	-7	16%
COC(c1ccccc1)c1nnc(CCC(=O)N2CCN(CCOc3ccccc3)CC2)o1 (stereo unspecified)	0%[57.1 µM]	-3	1%	?	-4	-10%
COc1cccc(/C=C2\SC(N3CCCC(C)C3)=NC2=O)c1OC (stereo unspecified)	-7%	17*	-3%	-4%	56*	12%[0.00184 µM]
COc1ccc(C(=O)NNC(=O)CNC(=O)C2CCCCC2)cc1	14%	-2	3%	21%	5	17%
Cc1ccc(-c2nc(=O)[nH]c3ccc(Br)cc23)cc1	-10%	1	-10%	27%	-15	-3%
O=C(CSc1nnc(Nc2ccccc2)s1)NC1CC1	3%	.	.	?	.	16%
Cc1cc(C)nc(NC(=O)NC(=O)c2ccccc2)n1	1%	-1	.	?	-30	10%
COc1ccccc1NS(=O)(=O)c1ccc(NC(=O)c2[nH]nc(OC)c2[N+](=O)[O-])cc1	1%	2	.	?	-4	-7%
CC(=O)CSc1ncnc2c1cnn2-c1ccccc1	-3%	36*	5%	-10%[5.75 µM]	91*	156%[activator]
COc1cc(C(=O)Oc2cc(C)[nH]c(=O)c2[N+](=O)[O-])cc(OC)c1OC	-7%	-3	-10%	-12%	-11	9%
COc1cccc(CNC(=O)C(=O)NCC(c2ccco2)N2CCOCC2)c1 (stereo unspecified)	-14%	5	7%	?	-9	-1%
Cc1cccc(OP(=O)(Oc2cccc(C)c2)OC(c2ccccc2)C(F)(F)F)c1 (stereo unspecified)	-17%	-1	-12%	13µM*	19	10µM*
CCC1CCCCN1C(=O)c1ccccc1OC1CCN(S(C)(=O)=O)CC1 (stereo unspecified)	0%	-2	1%	0%	0	-18%
COC(=O)CC1COc2ccccc2N1C(=O)c1cccc(C(F)(F)F)c1 (stereo unspecified)	0%	-5	-3%	4%	0	?

Single values from the entries so far.
Cc1csc(NC(=O)CSc2nnc(-c3ccc(Cl)cc3)n2N)n1 @ Cycloheximide cs: -5
O=C(OCC#CCSc1nc2ccccc2o1)c1ccco1 @ Shiga toxin inh: 31*
Cc1ccc(S(=O)(=O)N2CCCCC2)cc1NC(=O)COC(=O)c1ccc2c(c1)OCO2 @ Shiga toxin inh: 8

(list continues)
SMILES	Sm TGR inh	Cycloheximide cs	Giardia FBPA inh	Pf growth 96h	Shiga toxin inh	Pf growth 48h
CCc1ccc(N2CC(O)=C(c3nc4ccccc4c(=O)[nH]3)C2=N)cc1	.	5	3%	-7%	23	?
CCOC(=O)Cc1csc(NC(=O)c2cc(C)c(C)s2)n1	-9%	.	.	36%[activator]	.	29%
Nc1c(C(=O)NCc2ccco2)nnn1CC(=O)Nc1ccccc1	1%	-3	4%	.	5	.
Fc1ccc(-n2cc(CNCCc3ccncc3)c(-c3ccccc3Cl)n2)cc1	18%	-4	9%	20%	-8	?
Cc1nc2ccccn2c1C(=O)/C=C/c1cccc([N+](=O)[O-])c1	.	1	3%	?	-9	?
S=C(NCc1ccccc1)N/N=C/c1cccs1	1%	10	21%	?	12	7.4µM*
COC(=O)c1ccc(-n2nnnc2SC)cc1	3%	-1	7%	49%[activator]	-5	30%
Cc1ccnc(NC(=O)CNC(=O)c2ccccc2Br)c1	-1%	52*	.	53%[activator]	54*	46%[activator]
O=c1oc2ccccc2c(O)c1/C=C1\C=Nc2ccccc21	-21%	1	2%	0%	-5	14%
O=C(OCc1nnc(-c2ccc([N+](=O)[O-])cc2)o1)C1CCN(C(=O)c2ccc(F)cc2)CC1	-2%	.	.	?	.	-26%
CCOCCCNc1nc2nc3ccc(C)cn3c(=O)c2cc1C(=O)NCC1CCCO1 (stereo unspecified)	4%[57.1 µM]	5	-1%	6%	11	76%[activator]
O=C1C(Cl)=CC(=Nc2ccc(O)cc2)C=C1Cl	0.89µM*	12	?	-106%	12	?
[O-][n+]1cccc(C(O)c2ccccc2)c1 (stereo unspecified)	6%	-2	-3%	10%	.	-6%
COc1ccc(-c2noc(CN(C(=O)c3c(-c4ccccc4Cl)noc3C)C(C)C)n2)cc1	1%	-1	-10%	.	15	10µM*
CCOC(=O)C1(S(=O)(=O)c2ccc(Cl)cc2)CCN(Cc2ccc(Cl)cc2)CC1	15%	11	-10%	-52%	7	?
Cc1ncc([N+](=O)[O-])n1CC(=O)Nc1ccccc1	-5%	-3	-2%	20%	-3	2%
O=C(c1ccccc1NS(=O)(=O)c1ccc(Br)cc1)N1CCOCC1	-1%	4	.	4%	8	8%
CC1CCCCC1NC(=O)c1nn(C)c2c1CS(=O)(=O)c1ccccc1-2 (stereo unspecified)	3%	-2	1%	?	-2	6%
CC(=O)c1c(C(=O)O)[nH]c(C(=O)O)c1C	10µM*	-3	-11%	-12%	-10	15%
O=C(C(=O)N1CCN(c2ccccc2)CC1)c1c[nH]c2ccccc12	0%	0	-2%	17%	18	10%
C=CCn1c(Sc2ncc([N+](=O)[O-])s2)n[nH]c1=O	0.22µM*	21*	?	10µM*	32	?
COc1ccccc1S(=O)(=O)Cc1ccc(C(=O)N2CCOCC2)o1	?	0	1%	7%	-3	7%
COc1ccc(OCc2nnc(SCC(=O)Nc3ccc(C)cc3)o2)cc1	-9%	-6	2%	-21%	25	22%
O=C(NC1CCCCCC1)C1c2ccccc2C(=O)N1Cc1cccnc1 (stereo unspecified)	-1%	-2	7%	0%	-3	1%
O=C(CN1CCN(C(=O)c2ccco2)CC1)Nc1ccc(Cl)c(S(=O)(=O)N2CCOCC2)c1	?	-4	-7%	-83%	-23	12µM*
CC(C)CCNC(=O)c1cc(C(=O)c2cc(Br)ccc2O)cn(CCC(C)C)c1=O	-33%	-2	4%	0.41µM*	-10	1µM*
O=C(CCNS(=O)(=O)c1ccc(Br)cc1)NCCc1ccccc1	-17%	-2	1%	62%[activator]	-14	23%
COc1ccc(S(=O)(=O)NCC(=O)N(CC(=O)NCC2CCCO2)Cc2ccccc2)cc1 (stereo unspecified)	-2%	-5	1%	23%	-4	?
COc1ccc(Cl)cc1-c1ccc(C(=O)O)o1	.	4	18%[89.2 µM]	.	i	.
O=C(NNC(=O)C1CC1)c1cccc([N+](=O)[O-])c1	-26%	-3	.	-11%	-10	1%
CC1Cc2cccc3c(O)c(C(=O)c4nn[nH]n4)c(=O)n1c23 (stereo unspecified)	5%	-4	?	20%	-7	-2%
CCC(=O)N(Cc1ccc(C)cc1)Cc1cc2cc3c(cc2[nH]c1=O)OCO3	-4%	-6	2%	19%	-7	.
CC(OC(=O)c1ccccc1O)C(=O)Nc1ccc(Cl)cn1 (stereo unspecified)	-17%	-2	0%	27%	4	9%

Reprinted at random: 3 records from the list, in no set order.
SMILES	Sm TGR inh	Cycloheximide cs	Giardia FBPA inh	Pf growth 96h	Shiga toxin inh	Pf growth 48h
CC(=O)Nc1ccc(Nc2cc(C)c3ccccc3n2)cc1	-3%	-3	2%	?	61	-8%
COc1ccc(Cl)cc1-c1ccc(C(=O)O)o1	.	4	18%[89.2 µM]	.	i	.
CCC1CCCCN1C(=O)c1ccccc1OC1CCN(S(C)(=O)=O)CC1 (stereo unspecified)	0%	-2	1%	0%	0	-18%
